# Assay outcomes (PubChem)
# PAX8 reporter – inhibitors of PAX8 transcriptional activity in RMG-I cells | RMG-I TPO-luciferase reporter, SteadyGlo, 24 h | hit rate 1.2% among 360,000 | inhibition, % at 12.6 µM;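 active = mean replicate inhibition at least 60% with every replicate also reaching 60%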;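 note: luciferase light reporting Pax8 driven TPO promoter activity; plate controls were median of neutral control wells for no effect and mitoxantrone controls for full effect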
# ARNT TACC3 PPI – disruptors of human ARNT/TACC3 interaction | hit rate 0.66% among 390,000 | AlphaScreen His-ARNT PAS-B/GST-TACC3 binding, luminescence; TACC3 fragment carries E629A point mutation | AID 623870 | Q9Y6A5 | inhibition, % at 9.99 µM;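 active = mean inhibition of replicates at least 50% and at least half of replicates each reaching 50%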;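 note: 0% = complete ARNT plus TACC3 wells and 100% = ARNT alone without TACC3; many hits fall short of the cut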
# Numbers without * were called inactive; & = joins results of further samples. Only part of the results is shown; count on the stated rates, not on these rows.
smiles,PAX8 reporter,ARNT TACC3 PPI
O=C(CCC(=O)N(c1ccc(F)cc1)C(C(=O)NC1CCCC1)c1ccncc1)Nc1cccnc1 (stereo not drawn),7,1
COC(=O)c1c(NC(=O)CC2NCCNC2=O)sc2c1CCCC2 (stereo not drawn),-13,-4
Cc1cccc(NC(=O)c2cc(=O)c3ccccc3o2)n1,-51,-8
O=C(O)C1C2C=CC(C2)C1C(=O)N1CCc2ccccc21 (stereo not drawn),7,3
Cc1ccc(CONC(=O)/N=C/N(C)C)cc1,4,1
COc1ccc(-c2nnc(-c3cc4c(ccc5ccccc54)oc3=O)o2)cc1,-5,8&3
Cc1ccccc1/C=N/NC(=O)Cn1cnc([N+](=O)[O-])n1,7,4
CCCCN(C)CCCNC(=O)Cn1c(=O)sc2ccccc21,-12,6
O=C(NCc1nnc(SC/C=C/c2ccccc2)o1)c1ccco1,-2,-1
Cc1oc2ccc(OCc3ccccc3F)cc2c1C(=O)O,-6,-5
CCC(C)(C)n1nnnc1C(c1cc(OC)ccc1OC)N1CCC(C(N)=O)CC1 (stereo not drawn),0,-17
CCCn1c(NCc2ccccn2)nc2ccccc21,-12,-2
COc1ccc(OC)c(NC(=O)C2CCCC2)c1,8,-9
CCSc1ncc(C#N)c(N)n1,-12,-7
O=C(COC(=O)CCc1ccc(S(=O)(=O)N2CCOCC2)cc1)Nc1ncc(C(F)(F)F)cc1Cl,16,-5
COc1c(C)cccc1C(=O)Nc1ccc(CN2CCCCC2)cc1,-53,-8
NC(=O)COC(=O)C(Cc1ccccc1)NS(=O)(=O)c1ccccc1F (stereo not drawn),5,-5
O=C(CC1(O)C(=O)N(Cc2ccccc2Cl)c2ccccc21)c1ccco1 (stereo not drawn),29,-2
COc1cccc(NS(=O)(=O)Cc2ccccc2)c1,-11,0
Cc1ccc2nc(NC(=O)CN(C)S(=O)(=O)c3cccc4nsnc34)sc2c1,18,-5
CC(Sc1nnc2ccccn12)C(=O)Nc1ncc(Cl)cc1Cl (stereo not drawn),-8,4
Cc1ccc(SCCNC(=O)c2ccccc2)cc1,3,-4
c1ccc(-c2cc3c(ccc4nonc43)nn2)cc1,5,-3
COc1ccc(CCNC(=O)c2nnn(-c3ccccc3OC)c2N)cc1OC,-11,0
Cc1cc(Oc2ccccc2)nc(SCC(=O)Nc2ccccc2)n1,2,-9
O=S(=O)(c1ccc(Br)s1)N1CCN(c2ccccc2)CC1,-14,-3
O=C(COC(=O)c1cc(=O)[nH]c2ccccc12)NC(=O)NC1CCCCC1,13,-17
CN1CCN(C2=NC3(CCCC3)C(C#N)C(=O)N2)CC1 (stereo not drawn),-6,-1
O=C(NCc1ccccc1F)C1CCCN(C(=O)NC2CCCCC2)C1 (stereo not drawn),1,-3
Cc1cccc(OCCNC(=O)c2ccc(Oc3ccc(C(F)(F)F)cc3[N+](=O)[O-])cc2)c1,-5,-10
CCOC(=O)c1c(NC(=O)OC)sc(C(=O)N(CC)CC)c1C,-3,4
Clc1cccc(/C=N/Nc2ncnc3ccccc23)c1,-191,-9
CCN(CC)C(C)C(=O)NCC1(c2ccccc2)CCOCC1 (stereo not drawn),5,-8
COc1ccc(-n2c(COc3ccccc3)nnc2SCC(N)=O)cc1,8,-4
COc1cc(C2C(C#N)=C(N)Oc3c2ccc2ccccc32)ccc1OCC(=O)Nc1ccccc1C (stereo not drawn),15,17
CCOC(=O)C1(C)NC(c2ccc(OC)cc2OC)C2C(=O)N(c3cccc(OC)c3)C(=O)C21 (stereo not drawn),11,0
CCN(CC)c1nc2n(c(=O)n1)CCN2CC,-11,0
O=C(Cc1ccccc1)Nc1nonc1NC(=O)c1ccccc1,7,-5
COC(=O)c1[nH]c2ccccc2c1NS(=O)(=O)c1ccc(OC)cc1OC,29,-5
CCOC(=O)c1ccccc1OCc1cc(/C=N/n2cncn2)ccc1OC,40,-1
CC(=O)Nc1nc2nc(-c3ccccc3)cc(-c3ccccc3)n2n1,-17,7
CN(CCC#N)C(=O)CSc1ncnc2sc(-c3ccccc3)cc12,-71,-3
O=C(NCCNC(=O)c1ccco1)c1cccc(F)c1,0,-5
CCSc1nnc(NC(=O)c2ccccn2)s1,-6,52*
Cc1sc(NC(=O)CSc2ncn(-c3ccccc3)n2)nc1-c1ccccc1,-15,3
COc1ccc(N2C(=O)C3CCCN3C2c2ccc(C)cc2)cc1Cl (stereo not drawn),-5,-6
COc1ccc(S(=O)(=O)N=C2C=C(C)C(=O)C(C)=C2)cc1,-1,7
CC(C)N(C(=O)CSc1nc2ccccc2n1Cc1ccccc1F)C(C)C,-9,-1
O=C(Cc1ccc(Cl)cc1)Nc1ccc2oc(-c3ccncc3)nc2c1,5,-4
CCCc1cc(=O)[nH]c(SCC(=O)N(C)CC(=O)Nc2ccc(C)cc2)n1,3,-13

# (continued)
smiles,PAX8 reporter,ARNT TACC3 PPI
CCOCCCNC(=O)c1[nH]c(C)c(C(C)=O)c1C,-2,36
Cc1ccc(N(CC(=O)Nc2ccc3c(c2)OCCO3)S(=O)(=O)c2c(C)n[nH]c2C)cc1,15,-3
CCn1c(=S)sc2c(=O)[nH]c(C)nc21,6,-5
Cc1c(Nc2cc(=O)oc3ccccc23)c(=O)n(-c2ccccc2)n1C,11,-4
COc1cccc(N=c2oc3ccc(OC)cc3cc2-c2nc3ccccc3[nH]2)c1,-101,-3
CCOC(=O)Cc1c(C)nc2cc(-c3ccc(Cl)cc3)[nH]n2c1=O,-13,-7
O=C(Nc1nnc(-c2ccco2)s1)C1CC1,-93,-1
Cc1cccc(C)c1NC(=O)CC1SC2=NCCN2C1=O (stereo not drawn),-4,0
O=C(CCCSc1nnc(-c2cccs2)n1CC1CCCO1)c1ccccc1 (stereo not drawn),8,3
COc1ccccc1NC(=O)N1CCCC1C(=O)NCc1ccccc1F (stereo not drawn),12,1
Cc1ccc(-c2cc(-c3ccccc3)c3c(N)c(S(C)(=O)=O)sc3n2)cc1,7,-14
CCOC(=O)C1(N(CC)CC)Sc2cc(C)ccc2NC1=O (stereo not drawn),34,-1
CC(C)n1c2ccccc2c2nnc(SCC(=O)OCN3C(=O)c4ccccc4C3=O)nc21,6,-3
O=C(Oc1ccc(Cl)cc1)c1ccc2nccnc2c1,16,-4
CC(C)(C)OC(=O)N1CCCC1C(=O)NC(Cc1ccccc1)C(=O)O (stereo not drawn),19,-6
CC1CCCCN1C(=S)NCCc1ccccc1 (stereo not drawn),-127,-5
COCCCN1C(=O)C(=O)/C(=C(/O)c2ccc(OC)cc2C)C1c1cccnc1 (stereo not drawn),-2,-2
Cc1ccc(NC(=O)C2CCCN2S(=O)(=O)c2ccc(F)cc2)c(C)c1 (stereo not drawn),6,10
COc1ccc(Cn2nc(C)cc2C)cc1OC,-6,-2
O=C(N/N=C\c1ccc(COc2ccc([N+](=O)[O-])cc2)o1)c1cccc(Cl)c1,21,-10
CC1(C)CC(NC(=O)C23CCC(C)(C(=O)C2)C3(C)C)CC(C)(C)N1 (stereo not drawn),-11,-9
CCC(NC(=O)Nn1cnnc1)(C(F)(F)F)C(F)(F)F,-4,-6
COc1ccccc1N1C(=O)CC(Nc2ccc(N3CCOCC3)cc2)C1=O (stereo not drawn),-2,14
COc1ccc(Cn2nnnc2C(c2cccs2)N2CCN(c3ccc([N+](=O)[O-])cc3)CC2)cc1 (stereo not drawn),5,1
COc1ccc(C(=O)Nn2c(SCC(=O)c3ccc(Cl)cc3)nc3ccccc3c2=O)cc1,32,-6
CCC(C)c1ccccc1NC(=O)C1CCCO1 (stereo not drawn),-21,2
Cc1ccc2nc(C)c(Cl)c(=O)n2c1,2,-3
O=C(NCCCn1ccnc1)c1cn(Cc2ccc(F)cc2)nn1,5,0
Cc1nc2sccc2c(=O)n1-c1cccc(Cl)c1,4,1
O=C(CN(Cc1ccccc1F)S(=O)(=O)c1ccc(Cl)cc1)NCCC1=CCCCC1,33,-11
O=S(=O)(c1ccc(Br)cc1)N1CCCC1c1nc2ccccc2s1 (stereo not drawn),-3,-7
Cc1cccc(N2CCN(c3nnnn3-c3ccccc3)CC2C)c1 (stereo not drawn),-22,5
CCC(C)(C)n1nnnc1C(c1ccc2ncccc2c1)N1CCCCCC1 (stereo not drawn),0,6
Cc1ccccc1Cn1cnc2c(NS(C)(=O)=O)c(C)c(C)cc21,2,-1
O=C(CCn1cnc2ccccc2c1=O)Nc1cccc(Cl)c1,-15,3
CC(=O)Nc1ccc(S(=O)(=O)N2CCN(CCCOc3ccccc3Cl)CC2)cc1,20,4
Cc1ccc(N(CC(=O)N2CCOCC2)S(=O)(=O)c2ccccc2)cc1,-11,-6
Cc1cc(O)cc(O)c1C(=O)Cc1cnn(-c2ccccc2)c1,-10,-4
CCCN(CCC)S(=O)(=O)c1ccc(NC(=O)c2cc(C(=O)OC)cc([N+](=O)[O-])c2)cc1,66*,-5
CCCCCn1c(=O)[nH]c2cc(C(=O)N3CCN(CC)CC3)ccc2c1=O,-9,2
N=C1C(=O)OCC1c1cc(Cl)ccc1NC(=O)Nc1ccccc1 (stereo not drawn),5,-4
Cc1nc(NC(=O)c2cc(-n3cnnc3)ccc2Cl)ccc1Br,11,2
COC(=O)c1cc(OC)c(OC)cc1NC(=O)c1c(-c2ccccc2Cl)noc1C,-16,-9
CCCCN(C(=O)CNC(=O)c1ccco1)C(C(=O)NC1CCCCC1)c1ccc(OC)cc1OC (stereo not drawn),-1,0
CN1CCN(C(=O)c2cc(-c3ccco3)on2)CC1,-26,-2
c1ccc(-n2c(Sc3cnccn3)nnc2-c2cccs2)cc1,7,25
C=CCn1c(N)c(C(=O)Nc2cccc(C)c2)c2nc3ccccc3nc21,-5,-17
COc1ccccc1N1CCN(C(c2ccccn2)c2nnnn2C2CCCCC2)CC1 (stereo not drawn),9,3
COc1cccc(N2C(=O)CC(N3CCN(C(=O)c4ccco4)CC3)C2=O)c1 (stereo not drawn),-21,-9
Cc1ccc(S(=O)(=O)NC(=O)NCc2ccc(Cl)cc2)cc1,-2,16

# Other results:
smiles,PAX8 reporter,ARNT TACC3 PPI
COc1ccc2nc(NCc3ccccc3)[nH]c2c1,-37,-3
CCn1nccc1C(=O)Nc1ccc(S(=O)(=O)NC23CC4CC(CC(C4)C2)C3)cc1,20,-7
CC(=O)CC(=O)NC1C2CC3CC(C2)CC1C3 (stereo not drawn),-2,21
COc1ccc(OC)c(C(c2nnnn2CCc2ccccc2)N2CCN(c3ccccc3)CC2)c1 (stereo not drawn),18,0
CC(=O)n1nc(-c2cccc(C)c2)nc1SCC(=O)Nc1ccccc1,2,-7
O=C(NC1CCN(Cc2nnnn2CCc2ccccc2)CC1)c1ccccc1F,7,-9
CCCCN(CC)c1nc(N)c(C#N)c(CC#N)c1C#N,21,-4
COc1ccc(N(CC(=O)NCC2CCCO2)S(=O)(=O)c2ccc(C)cc2)cc1OC (stereo not drawn),-12,-4
O=C(Nc1nc(-c2ccc(Cl)s2)cs1)c1ccccc1,-74,-8
O=S(=O)(Nc1nccs1)c1ccc(NS(=O)(=O)c2cccs2)cc1,6,2
CC1(C)CC(=O)C2=C(C1)Nc1cc3c(cc1C2c1ccc(F)cc1)OCO3 (stereo not drawn),19,10
CNc1nc2c(C)cccn2c(=O)c1C=NCc1ccccc1,-13,0
CCOC(=O)Cn1c(=O)n(Cc2ccco2)c(=O)c2ccc(C(=O)NCCc3ccccc3)cc21,3,-2
O=S(=O)(c1cccs1)n1cccn1,-5,-3
Cc1nc2ccc(NC(=O)c3cccc(C(F)(F)F)c3)cc2o1,-12,-4
COc1ccccc1NC(=S)NNC(=O)c1c(Cl)c(C)nn1C,0,3
CC(C)OC(=O)CSc1nnc(Cc2ccccc2)n1CC1CCCO1 (stereo not drawn),-3,-6
CC(C)c1ccc(N2C(=O)CC(Sc3nc4ccccc4o3)C2=O)cc1 (stereo not drawn),-18,-5
COc1ccc(-c2nn3c(-c4ccccc4)nnc3s2)cc1,-25,-10
CC(NC(=O)COc1ccccc1)C1COc2ccccc2O1 (stereo not drawn),-3,5
O=Cc1ccc(OCC(=O)NC(=O)NC2CCCCC2)cc1,-3,-17
Cc1cccc(-c2noc(CCC(=O)NCc3ccccc3)n2)c1,-15,-1
CCOC(=O)c1[nH]c(C)c(C)c1C,8,-1
COc1ccc(C(=O)NCS(=O)(=O)c2ccc(C)cc2)cc1,2,-11
Cc1c(OC(=O)CNC(=O)OC(C)(C)C)ccc2c3c(c(=O)oc12)CCC3,-13,-2
